Nrf2 block: Nrf2 qHTS screen for inhibitors; A549 ARE-Fluc reporter, luciferase luminescence, 18-24 h; Potency, µM (titrated, usually from 46 µM), without a hit: at the top dose activity change, negative = inhibition, actives largely listed as inhibitors; hit rate 2.1% among 360,000; AID 504444, 2011; further: potency means the concentration at half of the fitted maximal effect; on the % scale 0 is the no-effect control and ±100 the full control effect; nearly all actives have a fitted effect of over 60% in size
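In this cell-based qHTS, ARE-driven firefly luciferase in A549 cells reports Nrf2 activity; the luminescent signal after BugLite lysis is the measured value, with a prior CellTiter-Fluor read for cell health.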
TGFb inhibitor: qHTS for Inhibitors of TGF-b; HepG2 CAGA-GFP TGF-b/SMAD3 reporter, GFP fluorescence, 18 h; TGF-beta stimulated, 500 pg/mL final; Potency, µM (series often up to 46.1 µM), without a hit: top-dose activity, negative = inhibition, hits mostly inhibitors; hit rate 1.2% among 410,000; AID 588855, 2011; further: potency means the concentration at half of the fitted maximal effect; on the % scale 0 is the no-effect control and ±100 the full control effect; nearly all actives have a fitted effect of over 65% in size
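HEPG2 CAGA-GFP reporter cells (1000/well, DMEM with 1% FBS) received compounds, then recombinant TGF-beta at 500 pg/mL final for 18 hours at 37 degrees C. Per-cell GFP summed per well was normalised to unstimulated and stimulated DMSO controls before curve fitting.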
EPAC2 agonist: qHTS for Agonist of cAMP-regulated guanine nucleotide exchange factor 4 (EPAC2): primary screen | Rap guanine nucleotide exchange factor 4 (Homo sapiens), Q8WZA2 | AID 720711, 2013 | hit rate 0.079% among 360,000 | Potency, µM (doses to about 154 µM), for inactives: at the top dose activation, most hits filed as activators | EPAC2 activation, biochemical qHTS; response scale: 100% = 6.5 mM cAMP response; further: potency means the concentration at half of the fitted maximal effect; nearly all actives have a fitted effect of over 50% in size
Target sequence (Q8WZA2 whole entry, looked up): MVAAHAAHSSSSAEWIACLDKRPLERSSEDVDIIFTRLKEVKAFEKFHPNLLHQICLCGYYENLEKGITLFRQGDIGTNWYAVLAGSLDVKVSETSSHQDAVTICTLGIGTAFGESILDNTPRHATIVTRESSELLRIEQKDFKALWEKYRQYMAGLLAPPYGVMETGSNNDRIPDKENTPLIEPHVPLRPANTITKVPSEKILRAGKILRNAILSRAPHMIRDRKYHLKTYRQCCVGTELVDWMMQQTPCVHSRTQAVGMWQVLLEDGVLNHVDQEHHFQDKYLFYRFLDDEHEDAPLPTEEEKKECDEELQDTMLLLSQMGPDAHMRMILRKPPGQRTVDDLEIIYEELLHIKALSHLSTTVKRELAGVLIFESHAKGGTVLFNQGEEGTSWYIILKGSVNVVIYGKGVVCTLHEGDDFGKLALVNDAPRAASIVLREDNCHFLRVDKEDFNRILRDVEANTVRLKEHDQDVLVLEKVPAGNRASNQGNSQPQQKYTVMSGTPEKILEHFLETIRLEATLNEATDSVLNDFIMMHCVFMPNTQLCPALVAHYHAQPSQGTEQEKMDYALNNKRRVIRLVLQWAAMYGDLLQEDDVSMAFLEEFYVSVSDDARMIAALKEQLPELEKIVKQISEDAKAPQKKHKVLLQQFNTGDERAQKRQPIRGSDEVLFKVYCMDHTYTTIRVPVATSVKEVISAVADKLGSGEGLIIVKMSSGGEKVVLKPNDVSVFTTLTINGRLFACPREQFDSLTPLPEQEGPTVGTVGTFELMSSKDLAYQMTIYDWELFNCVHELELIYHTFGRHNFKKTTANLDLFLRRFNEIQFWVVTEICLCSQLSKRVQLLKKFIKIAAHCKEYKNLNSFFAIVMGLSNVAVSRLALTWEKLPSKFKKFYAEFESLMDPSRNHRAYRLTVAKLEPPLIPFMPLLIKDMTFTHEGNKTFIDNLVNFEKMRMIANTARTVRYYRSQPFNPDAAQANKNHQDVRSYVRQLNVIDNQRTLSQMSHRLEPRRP
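Setup: EPAC2 100 nM, labeled Rap1B complex 250 nM, free GDP 50 uM. Compound titrations pinned in, brief spin, 5 min room temperature incubation. Kinetic fluorescence read over 30 min, normalized to 6.5 mM cAMP.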
IL2 activator: qHTS of IL-2 Activators; AID 652025, 2013; IL-2 activation reporter assay, cell-based qHTS; stimulated with anti-CD3/CD4/CD28 beads; in transgenic mouse T cells; hit rate 0.065% among 360,000; activation, % (series mostly up to about 46 µM); in the data active means activation above about 50%; inconclusive means mostly about 30% to 49%; further: 0% is about no effect
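Unstimulated transgenic mouse T cells, 750 per well, received compound and, after 60 minutes, anti-CD3/anti-CD4 bead plus anti-CD28 stimulation. EGFP and DsRed were quantified after 18 hours.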
ATXN2 expr inh: Primary qHTS for Inhibitors of ATXN expression; AID 1745845, 2022; HEK-293 ATXN2-luciferase reporter, luminescence, 24 h; hit rate 0.72% among 360,000; Potency, µM (doses to about 57 µM), inactives show top-dose activity change, negative = inhibition, usual class: inhibitors; further: potency means the concentration at half of the fitted maximal effect; on the % scale 0 is the no-effect control and ±100 the full control effect; nearly all actives have a fitted effect of over 55% in size
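ATXN2-luciferase reporter cells (luciferase flanked by upstream and downstream ATXN2 gene portions) were treated 24 h at 37 °C with compounds at up to 57 uM. SteadyGlo luminescence gave expression; GF-AFC fluorescence gave viability.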
HepG2 tox: qHTS for Inhibitors of TGF-b: Cytotox Counterscreen | HepG2 CAGA-GFP viability, ATP luminescence, 18 h | Potency, µM (top dose mostly 46.1 µM), inactives show at the top dose activity change, negative = cytotoxicity, hits mostly cytotoxic | hit rate 0.76% among 410,000 | AID 588856, 2011; further: potency means the concentration at half of the fitted maximal effect; some results filed as inactive show a strong effect at the top dose
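HepG2 CAGA-GFP cells (1000/well, DMEM with 1% FBS) received compound, then TGF-beta at 500 pg/mL final, and were incubated 18 hours at 37 degrees C. Viability was read by CellTiter-Glo luminescence. Media-only wells were set as complete cell-killing and DMSO as no toxicity.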
A549 viability: Nrf2 qHTS screen for inhibitors: counterscreen for cytotoxicity; Potency, µM (titrated, usually from 46 µM), for the others: at the top dose activity change, negative = cytotoxicity, hits mostly inhibitors; A549 ARE-Fluc cells, CellTiter-Fluor viability, 18-24 h; hit rate 0.16% among 390,000; further: potency means the concentration at half of the fitted maximal effect; on the % scale 0 is the no-effect control and ±100 the full control effect
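Cytotoxicity counterscreen: CellTiter-Fluor fluorescence was measured in A549 ARE_Fluc cells after 18-24 h of compound exposure in a concentration series. The subsequent BugLite luminescent read reports ARE-luciferase activity.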
Nrf2 activator: qHTS of Nrf2 Activators | AREc32 ARE-luciferase reporter (MCF7-derived line), luminescence, 24 h | Potency, µM (titrated, usually from 46.1 µM), for inactives: top-dose activation, usual class: activators | hit rate 0.31% among 410,000; further: potency means the concentration at half of the fitted maximal effect; % of control where 0% means no effect; nearly all actives have a fitted effect of over 65% in size
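Luciferase luminescence (Steady-Glo, 30 min at room temperature) served as the read-out of ARE activation in AREc32 cells treated with compounds for 24 hr at 37 deg C.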
S2 tox: Viability Counterscreen for Primary qHTS for Inhibitors of ATXN expression; S2 cells (HEK-293 line with an ATXN2-luciferase reporter) viability, CellTiter-Fluor protease fluorescence, 24 h; Potency, µM (titrated, usually from 56.7 µM), actives largely listed as cytotoxic; hit rate 0.49% among 400,000; AID 651635, 2014; further: potency means the concentration at half of the fitted maximal effect; nearly all actives have a fitted effect of over 40% in size
Active calls of the source: *; i = inactive; ? = inconclusive; nt = no result given; & = joins results of further samples; [ ] = remark or other dose. Unless noted, the call rests on the fitted dose curve; in most records, active means well fitted curve in the direction sought with a large enough effect; inconclusive means small, poorly fitted or top-dose-only effect, or another doubt; inactive means no such curve, though single readings can be large; an effect the other way counts as inactive or inconclusive.

SMILES	Nrf2 block	TGFb inhibitor	EPAC2 agonist	IL2 activator	ATXN2 expr inh	HepG2 tox	A549 viability	Nrf2 activator	S2 tox
S=c1[nH]nc(-c2ccncc2)n1/N=C/c1cccc(Cl)c1	-17%	2%	4%	1.3	-28%	-26%	7%	25%	i
COc1ccc(CCNC(=O)/C=C/c2cc(OC)c(OC)c(OC)c2)cc1OC	-17%	12%	18%	-5.4	4%	-3%	-1%	1.9%	i
Cc1ccc(C(=O)Nc2ccc3c4c(cccc24)CC3)cc1[N+](=O)[O-]	4%	-18%	-3%	-0.3	16%	-11%	6%	0.1%	i
COCc1cc(CN(C)C(=O)C2CCC(=O)N(Cc3cccc(OC)c3)C2)[nH]n1 (stereo not given)	10%	10%	3%	-3.7	5%	2%	-9%	-0.3%	i
O=C(O)CC1=C(Nc2ccccc2)C(=O)N(c2ccccc2)C1c1ccc(F)cc1 (stereo not given)	?	-26%	9%	0.8	nt	9%	1%	8.7%	i
COc1cccc(C(=O)NC(C)c2cccc3ccccc23)c1OC (stereo not given)	-15%	-5%	-1%	-2.4	11%	-15%	-10%	0.1%	i
Cc1ccc(N2C(=O)CCC2(C(N)=O)c2ccccc2)cc1 (stereo not given)	-14%	-2%	2%	0.4	-7%	4%	2%	-0.5%	i
CCC1CCc2sc(C(=O)NCC3CCCO3)cc2C1 (stereo not given)	?	-4%	-2%	0.2	nt	-23%	-3%	3.1%	i
CC1CCCN(CCCN2C(=O)C3C(C(=O)Nc4cccc(Cl)c4)C4C=CC3(O4)C2C(=O)NC2CCCCC2)C1 (stereo not given)	1%	1%	5%	-0.2	-2%	-25%	-1%	-0.4%	?
CCC(=O)Nc1ccc(/C(C)=N\NS(=O)(=O)c2ccc(C)cc2)cc1	nt	0%	-8%	0.0	-2%	5%	1%	2.4%	i
COc1ccc(-c2sc(Nc3ccccc3)n[n+]2-c2ccccc2)cc1Br	?	-22%	-2%	-3.1	5%	-6%	-6%	5.3%	i
O=C(CN(Cc1cccs1)C(=O)CNC(=O)c1ccco1)NC1CCCCC1	7%	-1%	-14%	-1.1	-12%	2%	-2%	-1.0%	i
CCc1nc(SC)ncc1C(=O)N1CCN(c2cc(Cl)ccc2C)CC1	16%	?	nt	nt	-21%	-30%	11%	6.5%	i
CC1(C)CC(=O)C=C(c2ccc3ncccc3c2)C1	3%	6%	7%	-0.6	7%	-3%	-2%	-2.2%	i
C[C@]12c3[nH]c4ccc(Cl)cc4c3CCN1C(=O)[C@@H](CC(=O)NCCCn1ccnc1)C[C@@H]2C(=O)N1CCOCC1	7%	-17%	4%	-0.3	6%	-5%	-3%	-0.1%	i
CCN(CC(=O)N1CCCC1)S(=O)(=O)c1ccccc1	6%	9%	-7%	0.2	nt	4%	-3%	-0.4%	i
Cc1ccc(S(=O)(=O)NC(CC(=O)O)c2ccccc2)cc1 (stereo not given)	5%	-15%	4%	-3.8	4%	-1%	-5%	0.0%	i
Cc1ccc(NC(=O)C(=O)NCCCN2CCCC2=O)c(C)c1	?	-17%	2%	-0.4	24%	22%	9%	3.2%	i
O=[N+]([O-])c1cccc(C([O-])=C(C(=S)Nc2cccc3ccccc23)[n+]2ccccc2)c1	?	21%	3%	-0.5	-7%	5%	5%	7.4%	i
Nc1nc(N2C(=O)C3CC=CCC3C2=O)nn1-c1ccccc1 (stereo not given)	4%	0%	7%	-2.1	7%	9%	-4%	0.1%	i
Cn1c(CSc2nc3ccccc3s2)nc2ccccc21	?	-18%	12%	-1.6	nt	-26%	11%	6.3%	nt
CCn1c2c(c(=O)n3ncc(C(=O)Nc4ccc(Cl)cc4C)c13)CN(Cc1ccc(OC)cc1)CC2	nt	?	nt	nt	-14%	-9%	-6%	3.4%	i
COc1cc(OC)c2c(-c3ccccc3)cc(=O)oc2c1C(CCN1CCCC(C)C1)c1ccc(N(C)C)cc1 (stereo not given)	4%	?	8%	-0.7	?	-60%	?	-1.4%	20µM*
Cc1c(C)c2c(OCC(=O)N[C@@H](C(=O)O)c3ccccc3)cc3c(c2oc1=O)CCC(C)(C)O3	0%	-5%	1%	-0.2	0%	-6%	11%	-0.6%	i
CCN1C(=O)c2ccccc2S(=O)c2ccc(C(=O)N3CCOCC3)cc21 (stereo not given)	-7%	6%	-4%	-1.6	-7%	-13%	0%	0.4%	i
Cc1cccc(N=C2SC(C)CN2C(=O)CN2C(=O)NC3(CCCC3)C2=O)c1 (stereo not given)	14%	-10%	5%	-0.4	7%	-36%	?	0.6%	i
Cc1ccc(Cn2nnc3c(=O)[nH]c(C4CCCN(C(=O)Nc5ccc(F)cc5)C4)nc32)cc1 (stereo not given)	nt	25%	-1%	-2.8	-11%	-3%	-12%	0.3%	i
COc1ccc(OC)c2sc(N(CCN(C)C)C(=O)c3cc(Cl)sc3Cl)nc12	-24%	16%	27%	-0.1	nt	-14%	0%	-0.8%	i
COc1cc(OC)cc(C(=O)NCC(C)NC(=O)c2cc(OC)cc(OC)c2)c1 (stereo not given)	-20%	-6%	12%	-1.5	-5%	-23%	0%	2.0%	i
Nc1ccc2nc(N)sc2c1	7%	-5%	-7%	0.5	14%	0%	4%	0.1%	i
CCNc1nnc(CCn2nc(C)c(Br)c2C)s1	-33%	-3%	1%	-0.4	19%	-9%	6%	2.2%	i
COc1ccc(Br)cc1CNC(=O)Cn1nc(C)n2cccc2c1=O	-16%	4%	-6%	0.2	nt	-12%	2%	3.7%	i
CC(C)[C@H](NC(=O)C1CCN(C(=O)[C@@H]2CCCN2)CC1)C(=O)NCc1ccc(F)cc1	-10%	2%	11%	0.0	-7%	-8%	6%	-1.1%	i
COc1cccc(-c2cnc3c(NC=O)cc(-c4ccoc4)cn23)c1	nt	?	6%	-0.5	-9%	-1%	nt	20%	?
CC1(Oc2ccc(Cl)cc2)CCN(Cc2csc3ccccc23)C1 (stereo not given)	nt	-10%	10%	0.2	2%	-33%	nt	-1.2%	i
CCN(C(=O)COC(=O)c1nc2nc(C)cc(C)n2n1)C1CCCCC1	4%	6%	3%	-1.4	-3%	-12%	-1%	-0.4%	i
CCOC(=O)c1cc2c(ccn2-c2ccc(F)cc2)n1CC(=O)N(CC)CC	?	0%	-2%	-0.5	nt	-40%	?	0.6%	i
O=C(Nc1ccc2c(c1)OCCO2)c1cccc2nc3ccccc3nc12	2.6µM*	-13%	-4%	-2.9	?	-40%	21µM*	-0.4%	nt
O=C(NCc1ccc(F)cc1Cl)c1ccc(CSCc2ccccc2Cl)o1	nt	13µM*	nt	nt	nt	-32%	-1%	1.4%	nt
Cc1ccn2nc(C(=O)OCC(=O)N(CC(C)C)C3CCS(=O)(=O)C3)nc2n1 (stereo not given)	-9%	5%	7%	0.9	3%	0%	5%	-1.3%	i
COc1ccc(C(=O)NCC(c2ccco2)S(=O)(=O)c2ccc(F)cc2)cc1 (stereo not given)	nt	-8%	nt	nt	nt	-17%	-5%	1.5%	nt
COc1cccc(C(C(=O)NC(C)(C)C)N(CC(C)C)C(=O)CCC(=O)Nc2cc(C)on2)c1OC (stereo not given)	-1%	1%	-1%	0.0	3%	1%	-3%	0.3%	i
O=C(NCC(c1cccs1)N1CCOCC1)c1cc2ccccc2o1 (stereo not given)	11%	?	6%	-1.4	2%	-2%	29%	0.2%	i
CCCCN(CCCC)S(=O)(=O)c1ccc2oc(C(=O)N3CCOCC3)c(C)c2c1	nt	-7%	11%	-1.8	-17%	-14%	2%	2.4%	i
O=C(NC1CCCCC1)N(Cc1ccccc1)Cc1ccco1	-16%	-8%	-7%	0.0	-9%	-11%	-1%	0.3%	i
Cc1ccc2c(CN3CCOCC3)cc(=O)oc2c1C	-8%	-7%	-2%	-0.2	15%	3%	-2%	-0.6%	i
CCn1c(NCc2ccccn2)nc2c1c(=O)n(C)c(=O)n2C	15%	22%	6%	0.3	-12%	-4%	-4%	-0.2%	i
COc1ccc(C(=O)CSc2n[nH]c(-c3ccncc3)n2)cc1[N+](=O)[O-]	-21%	-11%	-2%	-0.3	1%	-14%	11%	1.6%	i

Three of the entries above in order of the Nrf2 block value, high to low.
compound | Nrf2 block | IL2 activator | Nrf2 activator
CCn1c(NCc2ccccn2)nc2c1c(=O)n(C)c(=O)n2C | 15% | 0.3 | -0.2%
O=C(NCC(c1cccs1)N1CCOCC1)c1cc2ccccc2o1 (stereo not given) | 11% | -1.4 | 0.2%
O=C(NC1CCCCC1)N(Cc1ccccc1)Cc1ccco1 | -16% | 0.0 | 0.3%

Following part
SMILES	Nrf2 block	TGFb inhibitor	EPAC2 agonist	IL2 activator	ATXN2 expr inh	HepG2 tox	A549 viability	Nrf2 activator	S2 tox
CC(O)(c1cccc(F)c1)c1nc(/C=C/c2ccccc2)cs1 (stereo not given)	nt	?	13%	-0.8	-12%	-55%	nt	-0.2%	i
CN(c1ccccc1)c1nc(N)c([N+](=O)[O-])c(N2CCCCC2)n1	-12%	-17%	10%	-0.3	nt	-22%	0%	9.7%	i
CCOC(=O)c1ccc(NC(=O)N2CC3CCCN3c3ccccc32)cc1 (stereo not given)	?	-27%	nt	nt	nt	-49%	13%	3.5%	nt
Cc1ccccc1C(=O)c1cccn1CC(=O)NCc1cccc(Cl)c1	?	1%	0%	-0.6	42%[activator]	1%&-4%	-6%&8%	2.4%&4.7%	i

Source: PubChem BioAssay (National Center for Advancing Translational Sciences (NCATS))
